Source: PubChem BioAssay (National Center for Advancing Translational Sciences (NCATS))
4-MU autofl: compound fluoresces in the 4-MU spectral region | compound autofluorescence, 340/450 nm, 4-MU equivalents; active compounds read high | max dye-equivalent concentration, M | actives 11% (n = 59,000); in the data active = max dye-equivalent concentration above about 10 nM; inconclusive = mostly about 1.1 nM to 9.6 nM
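Compounds in 100 mM Tris, pH 8.0, incubated 15 min at room temperature, then fluorescence read at 340 nm excitation/450 nm emission. Signal converted to 4-MU dye-equivalent concentration using an on-plate six-point 4-MU standard curve.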
Caspase-1 inhib: blocks human caspase-1 allosterically or competitively. Caspase-1 enzyme, Ac-WEHD-AFC fluorogenic rate. P29466. AID 900. actives 0.03% (n = 75,000). Potency, µM (top dose mostly 57.5 µM), for inactives: at the top dose activity change, negative = inhibition, hits mostly inhibitors;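 note: potency is the fitted concentration of half-maximal effect; plate controls were vehicle for no effect and no substrate for full effect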
Target sequence (P29466 120-297 limits assumed): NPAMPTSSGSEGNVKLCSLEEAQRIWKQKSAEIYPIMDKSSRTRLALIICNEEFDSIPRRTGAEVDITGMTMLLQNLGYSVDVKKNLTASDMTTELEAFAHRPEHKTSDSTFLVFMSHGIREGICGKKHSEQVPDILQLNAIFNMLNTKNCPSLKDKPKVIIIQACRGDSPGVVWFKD
Target sequence (P29466 317-404 limits assumed): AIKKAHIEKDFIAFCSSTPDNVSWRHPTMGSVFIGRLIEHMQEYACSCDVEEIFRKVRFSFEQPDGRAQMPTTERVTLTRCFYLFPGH
TexasRed autofl: Texas Red region autofluorescence. Compound fluorescence, Texas Red channel, 547/618 nm; active compounds read high. max dye-equivalent concentration, M. actives 0.06% (n = 59,000); in the data active = max dye-equivalent concentration above about 10 nM; inconclusive = between about 1.1 nM and that limit
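Compound titrations in 100 mM Tris pH 8.0 were incubated 15 min at room temperature and read at 547 nm excitation / 618 nm emission. Texas Red six-point standard curve on each plate converted fluorescence to dye-equivalent concentration.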
Rhodamine autofl: compound autofluorescence in rhodamine spectral region; Rhodamine-region fluorescence, 547/598 nm, Tris buffer; active compounds read high; AID 594; max dye-equivalent concentration, M; actives 0.05% (n = 59,000); in the data active = max dye-equivalent concentration above about 11 nM; inconclusive = between about 1.1 nM and that limit
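A six-point rhodamine series on each plate calibrates the signal. Compounds sit in 100 mM Tris (pH 8.0) for 15 min at ambient temperature before imaging through 547 nm/598 nm filters.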
ERK AVP block: vasopressin-driven ERK pathway inhibition | Potency, µM (top dose mostly 57.5 µM), for the others: at the top dose activity, negative = inhibition, hits mostly inhibitors | HEK293-V1b, vasopressin-stimulated pERK AlphaScreen | actives 0.99% (n = 72,000) | AID 995; note: potency is the fitted concentration of half-maximal effect; % is set by controls: 0 for no effect and ±100 for the full control effect; nearly all actives have a fitted effect of over 55% in size
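Overnight-seeded V1b-HEK293 cells in 1% FBS got compound, then vasopressin (25 nM final, 5 min, 37C), then lysis buffer. AlphaScreen detection of phospho-ERK; activity normalized to basal and full-stimulation controls.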
FLuc inh: blocks Photinus pyralis firefly luciferase activity; Potency, µM (highest dose often 57.1 µM), for the others: at the top dose activity change, negative = inhibition, hits mostly inhibitors; P08659; purified firefly luciferase, luminescence, 8 min; actives 2.2% (n = 72,000); AID 411; note: potency is the fitted concentration of half-maximal effect; % is set by controls: 0 for no effect and ±100 for the full control effect; nearly all actives have a fitted effect of over 40% in size
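Substrate buffer containing 10 uM ATP (pH 7.2 imidazole, Mg2+, KCl, detergent, BSA) is dispensed, compound pinned in, then luciferase/luciferin detector mix added. After 8 min at ambient temperature, light output is measured.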
HEK293 cAMP ctrl: parental HEK293 cAMP activation (counter-screen). actives 2.5% (n = 73,000). parental HEK293 CNG cAMP sensor, membrane potential fluorescence. Potency, µM (doses to about 57.1 µM), for the others: at the top dose activation, actives largely listed as activators. AID 938; note: potency is the fitted concentration of half-maximal effect; % of control where 0% means no effect; nearly all actives have a fitted effect of over 55% in size
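Parental HEK 293 cells stably expressing a cAMP-gated CNG channel were loaded with membrane potential dye containing 100 uM RO 20-1724 for 60 min. Compound added for 30 min; depolarization read as fluorescence intensity at 590 nm.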
Caspase-7 inhib: allosteric or competitive inhibitors of human caspase-7 | recombinant caspase-7, Ac-DEVD-AFC fluorescence rate | actives 0.02% (n = 75,000) | Potency, µM (series often up to 57.5 µM), for inactives: top-dose activity change, negative = inhibition, usual class: inhibitors; active = well fitted inhibition curve with a large enough effect in the main read-out, with a control signal flat, not every such curve was filed as active; inconclusive = small, poorly fitted or top-dose-only effect, or a change in a side signal; note: potency is the fitted concentration of half-maximal effect; % of control where 0% means no effect
A350 fluor: A350 region autofluorescence. AID 590. actives 11% (n = 59,000). max dye-equivalent concentration, M. Compound autofluorescence, 340/450 nm, Alexa 350 dye-equivalents; active compounds read high; in the data active = max dye-equivalent concentration above about 10 nM; inconclusive = mostly about 1.1 nM to 9.6 nM
Fluorescein autfl: compound autofluorescence in fluorescein spectral region | max fluorescein-equivalent concentration, M | actives 0.91% (n = 59,000) | AID 593 | Compound autofluorescence, 480/540 nm, fluorescein-equivalent; active compounds read high; in the data active = max fluorescein-equivalent concentration above about 10 nM; inconclusive = between about 1.1 nM and that limit
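Library compounds, added at multiple concentrations to pH 8.0 Tris buffer (100 mM), incubate 15 min at room temperature before CCD imaging at 480 nm excitation and 540 nm emission.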
Tau filament bind: binds recombinant human tau filaments; AID 596; P10636; Potency, µM (doses to about 57.1 µM), for the others: at the top dose activity change, negative = inhibition; recombinant tau filaments, thioflavin S fluorescence, 15 h; filaments grown with octadecylsulfate alongside compound; actives 2% (n = 71,000);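 note: potency is the fitted concentration of half-maximal effect; % is set by controls: 0 for no effect and ±100 for the full control effect; actives lower thioflavin S fluorescence by blocking filaments or displacing dye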
Target sequence (P10636 whole entry, looked up): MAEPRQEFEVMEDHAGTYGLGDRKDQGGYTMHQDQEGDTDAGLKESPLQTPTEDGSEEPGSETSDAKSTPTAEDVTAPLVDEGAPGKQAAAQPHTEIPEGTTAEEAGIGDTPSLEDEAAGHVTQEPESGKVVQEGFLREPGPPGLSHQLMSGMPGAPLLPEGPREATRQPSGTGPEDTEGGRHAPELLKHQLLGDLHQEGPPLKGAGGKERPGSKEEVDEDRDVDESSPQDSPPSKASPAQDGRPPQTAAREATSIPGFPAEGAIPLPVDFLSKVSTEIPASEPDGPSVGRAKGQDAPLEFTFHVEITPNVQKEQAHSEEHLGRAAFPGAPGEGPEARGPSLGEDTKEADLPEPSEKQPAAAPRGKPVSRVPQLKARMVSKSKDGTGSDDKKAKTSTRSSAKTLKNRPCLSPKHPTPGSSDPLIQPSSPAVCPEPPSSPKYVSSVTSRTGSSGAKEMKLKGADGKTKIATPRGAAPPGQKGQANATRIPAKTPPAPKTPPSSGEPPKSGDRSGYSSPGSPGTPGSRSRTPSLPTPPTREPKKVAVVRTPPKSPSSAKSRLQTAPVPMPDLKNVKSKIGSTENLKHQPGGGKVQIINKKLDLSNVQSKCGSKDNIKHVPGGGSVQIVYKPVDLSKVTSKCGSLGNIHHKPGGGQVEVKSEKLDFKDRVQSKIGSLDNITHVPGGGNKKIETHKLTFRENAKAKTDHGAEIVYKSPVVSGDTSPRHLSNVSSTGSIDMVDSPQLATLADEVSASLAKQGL
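His-tagged recombinant human tau (exons 2, 3, 10; 1 uM final) fibrillized with 30 uM sodium octadecylsulfate, 15 h at 37 C, in pH 7.4 HEPES buffer with 10 uM thioflavine S and 5 mM DTT. Reduced ThS fluorescence (450/510 nm) marks activity.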
* marks the source's active call; other numbers are inactive results; [ ] = dose if it differs, or a comment. Unless noted, calls come from the whole dose curve; as a rule, active = well fitted curve in the direction sought with a large enough effect; inconclusive = small, poorly fitted or top-dose-only effect, or another doubt; inactive = no such curve, though single readings can be large; an effect the other way counts as inactive or inconclusive. Only part of the results is shown, so the mix of outcomes need not match the whole.

`O=C(C1CCN(C2CC(=O)N(Cc3ccccc3)C2=O)CC1)N1CCCCCC1` (stereo not given) gave 4-MU autofl inactive, Caspase-1 inhib 0%, TexasRed autofl inactive, Rhodamine autofl inactive, ERK AVP block -7%, FLuc inh 3%, HEK293 cAMP ctrl 0%, Caspase-7 inhib -4%, A350 fluor inactive, Fluorescein autfl inactive and Tau filament bind -4%.
`COc1ccccc1CNC(=O)CN(C)CC(=O)Nc1cccc(F)c1` gave 4-MU autofl inactive, Caspase-1 inhib 2%, TexasRed autofl inactive, Rhodamine autofl inactive, ERK AVP block -2%, FLuc inh 0%, HEK293 cAMP ctrl 16%, Caspase-7 inhib -4%, A350 fluor inactive, Fluorescein autfl inconclusive and Tau filament bind 0%.
`Nc1cccc(NC(=O)c2cccs2)c1` gave 4-MU autofl 2e-07M*, Caspase-1 inhib 1%, TexasRed autofl inactive, Rhodamine autofl inactive, ERK AVP block 2%, FLuc inh -2%, HEK293 cAMP ctrl 6%, Caspase-7 inhib 0%, A350 fluor 1.6e-07M*, Fluorescein autfl inactive and Tau filament bind -22%.
For CN(C)CCCNc1ncnc2nc[nH]c12 the results were 4-MU autofl inactive, Caspase-1 inhib -1%[11.5 µM], TexasRed autofl inconclusive, Rhodamine autofl inactive, ERK AVP block -14%[11.5 µM], FLuc inh 0%[11.4 µM], HEK293 cAMP ctrl 6%[11.4 µM], Caspase-7 inhib 1%[11.5 µM], A350 fluor inactive, Fluorescein autfl inactive and Tau filament bind 7%[11.4 µM].
For Cc1ccc(O)c(NC(=O)c2ccco2)c1 the results were 4-MU autofl inactive, Caspase-1 inhib 1%, TexasRed autofl inactive, Rhodamine autofl inactive, ERK AVP block 3%, FLuc inh -10%, HEK293 cAMP ctrl -1%, Caspase-7 inhib 1%, A350 fluor inactive, Fluorescein autfl inactive and Tau filament bind 9%.
For COC(=O)C(NC(=O)C(C)Oc1ccccc1)C(C)C (stereo not given) the results were 4-MU autofl inactive, Caspase-1 inhib 1%, TexasRed autofl inactive, Rhodamine autofl inactive, ERK AVP block -15%, FLuc inh 5%, HEK293 cAMP ctrl 7%, Caspase-7 inhib 0%, A350 fluor inconclusive, Fluorescein autfl inactive and Tau filament bind -7%.
COC(=O)Oc1c(Br)c(=O)oc2ccccc12 was read as 4-MU autofl inactive, Caspase-1 inhib 0%, TexasRed autofl inactive, Rhodamine autofl inactive, ERK AVP block 2%, FLuc inh 0%, HEK293 cAMP ctrl -2%, Caspase-7 inhib -3%, A350 fluor inactive, Fluorescein autfl inconclusive and Tau filament bind -6%.
`O=C(OCC(=O)N1CCN(C(=O)c2ccco2)CC1)c1cc(-c2ccc(F)cc2)nc2ccccc12` gave 4-MU autofl 9.3e-08M*, Caspase-1 inhib -12%, TexasRed autofl inactive, Rhodamine autofl inactive, ERK AVP block -24%, FLuc inh inconclusive, HEK293 cAMP ctrl -1%, Caspase-7 inhib -14%, A350 fluor 9.9e-08M*, Fluorescein autfl inactive and Tau filament bind 21%.
For CC(C)C(NC(=O)c1ccc(Cl)cc1)C(=O)NC1=NCCS1 (stereo not given) the results were 4-MU autofl inactive, Caspase-1 inhib -1%, TexasRed autofl inactive, Rhodamine autofl inactive, ERK AVP block 3%, FLuc inh 2%, HEK293 cAMP ctrl -1%, Caspase-7 inhib 0%, A350 fluor inconclusive, Fluorescein autfl inactive and Tau filament bind 6%.
`Cc1ccc(-n2nc3c(c2NC(=O)c2ccc4c(c2)OCO4)CSC3)c(C)c1` gave 4-MU autofl inconclusive, Caspase-1 inhib -5%, TexasRed autofl inconclusive, Rhodamine autofl inactive, ERK AVP block -21%, FLuc inh 2%, HEK293 cAMP ctrl 29%, Caspase-7 inhib -5%, A350 fluor inconclusive, Fluorescein autfl inactive and Tau filament bind 232%.
`Cc1c(N/C=C/C(=O)c2cccs2)c(=O)n(-c2ccccc2)n1C` gave Caspase-1 inhib -3%, ERK AVP block -3%, FLuc inh -5%, HEK293 cAMP ctrl 15%, Caspase-7 inhib -1% and Tau filament bind -16%.
Cc1nnc(NCCc2ccccc2)n(N)c1=O was read as 4-MU autofl inactive, Caspase-1 inhib 1%, TexasRed autofl inconclusive, Rhodamine autofl inactive, ERK AVP block -10%, FLuc inh 1%, HEK293 cAMP ctrl 4%, Caspase-7 inhib -1%, A350 fluor inactive, Fluorescein autfl inactive and Tau filament bind -3%.
Screening CCOC(=O)c1c(C)[nH]c(C)c1C(=O)CSc1nc(N)cc(N)n1 returned 4-MU autofl inactive, Caspase-1 inhib 1%, TexasRed autofl inconclusive, Rhodamine autofl inactive, ERK AVP block -2%, FLuc inh 0%, HEK293 cAMP ctrl -3%, Caspase-7 inhib -3%, A350 fluor inactive, Fluorescein autfl inconclusive and Tau filament bind 1%.
`Cc1nnc(C)n1/N=C/c1ccc2c(c1)OCCO2` gave 4-MU autofl inactive, Caspase-1 inhib 0%, TexasRed autofl inactive, Rhodamine autofl inactive, ERK AVP block -6%, FLuc inh 1%, HEK293 cAMP ctrl 6%, Caspase-7 inhib 1%, A350 fluor inactive, Fluorescein autfl inactive and Tau filament bind -10%.
Screening O=C(NCc1ccc2c(c1)OCO2)C1CCC(CNc2c(N3CCCC3)c(=O)c2=O)CC1 (stereo not given) returned Caspase-1 inhib 2%, ERK AVP block inconclusive, FLuc inh 0%, HEK293 cAMP ctrl -1%, Caspase-7 inhib -1% and Tau filament bind -7%.
`Cc1ccc(-n2nc(C)c3c2OC(N)=C(C#N)C3c2ccncc2)cc1` (stereo not given) gave 4-MU autofl inactive, Caspase-1 inhib -3%, TexasRed autofl inactive, Rhodamine autofl inactive, ERK AVP block 13%, FLuc inh -2%, HEK293 cAMP ctrl 13%, Caspase-7 inhib 0%, A350 fluor inactive, Fluorescein autfl inactive and Tau filament bind -9%.
Screening CCOC(=O)C1CCN(S(=O)(=O)c2ccc3c(c2)CCCN3C(C)=O)CC1 returned 4-MU autofl inactive, Caspase-1 inhib 0%, TexasRed autofl inactive, Rhodamine autofl inactive, ERK AVP block 17%, FLuc inh 1%, HEK293 cAMP ctrl 1%, Caspase-7 inhib 1%, A350 fluor inactive, Fluorescein autfl inactive and Tau filament bind 3%.
`CCCN(CCO)Cc1ccc(Cl)c(Cl)c1` gave 4-MU autofl inactive, Caspase-1 inhib -1%, TexasRed autofl inactive, Rhodamine autofl inactive, ERK AVP block 19%, FLuc inh 2%, HEK293 cAMP ctrl 19%, Caspase-7 inhib 1%, A350 fluor inactive, Fluorescein autfl inactive and Tau filament bind 4%.
`O=C(COc1ccc(Cl)cc1)N1CCN(C(=O)c2cccc(F)c2)CC1` gave 4-MU autofl inactive, Caspase-1 inhib 1%, TexasRed autofl inactive, Rhodamine autofl inactive, ERK AVP block -21%, FLuc inh 1%, HEK293 cAMP ctrl inconclusive, Caspase-7 inhib -1%, A350 fluor inactive, Fluorescein autfl inconclusive and Tau filament bind 1%.
O=C(NCC1CCCO1)C1CCC(=O)N1CCc1ccccc1 (stereo not given) was read as 4-MU autofl inactive, Caspase-1 inhib -1%, TexasRed autofl inactive, Rhodamine autofl inactive, ERK AVP block 2%, FLuc inh 2%, HEK293 cAMP ctrl -1%, Caspase-7 inhib 0%, A350 fluor inactive, Fluorescein autfl inactive and Tau filament bind -4%.
`N#CC1=C(N)SC2(CCCCC2)SC1c1ccccc1` (stereo not given) gave 4-MU autofl inactive, Caspase-1 inhib -3%, TexasRed autofl inactive, Rhodamine autofl inactive, ERK AVP block -11%, FLuc inh -5%, HEK293 cAMP ctrl 0%, Caspase-7 inhib -2%, A350 fluor inactive, Fluorescein autfl inconclusive and Tau filament bind 20µM*.
For CC(C)C(OC(=O)c1ccco1)C(=O)NCc1cccs1 (stereo not given) the results were 4-MU autofl 1.3e-07M*, Caspase-1 inhib -6%, TexasRed autofl inactive, Rhodamine autofl inactive, ERK AVP block -21%, FLuc inh 1%, HEK293 cAMP ctrl 8%, Caspase-7 inhib -3%, A350 fluor 1.4e-07M*, Fluorescein autfl inactive and Tau filament bind 6%.
For CCOC(=O)C(CC)Sc1nnc2n1C(C)(C)Cc1ccccc1-2 (stereo not given) the results were 4-MU autofl inactive, Caspase-1 inhib 0%, TexasRed autofl inactive, Rhodamine autofl inactive, ERK AVP block 9%, FLuc inh -4%, HEK293 cAMP ctrl 20µM*, Caspase-7 inhib 1%, A350 fluor inactive, Fluorescein autfl inactive and Tau filament bind -8%.
`CCOCCCNC(=O)C(c1ccc(C)cc1)N(Cc1ccc2c(c1)OCO2)C(=O)c1cnccn1` (stereo not given) gave 4-MU autofl inactive, Caspase-1 inhib 0%, TexasRed autofl inactive, Rhodamine autofl inactive, ERK AVP block 11%, FLuc inh -1%, HEK293 cAMP ctrl 3%, Caspase-7 inhib -1%, A350 fluor inactive, Fluorescein autfl inactive and Tau filament bind -22%.
Screening Cc1ccc2nc(NC(=O)Cn3cc4c(n3)CCCCC4)sc2c1 returned Caspase-1 inhib -8%, ERK AVP block 12%, FLuc inh 1%, HEK293 cAMP ctrl inconclusive, Caspase-7 inhib -17% and Tau filament bind 28%.
